Bioassay records (PubChem BioAssay)
V-ATPase pHluor = regulators of yeast V-ATPase proton pumping, primary screen, pHLuorin cytosolic pH fluorescence; S. cerevisiae; response, % at 10 µM; 0.37% of 350,000 active; AID 504577, 2011; in the data active = response mostly above about 7.3%, no sharp cut-off; inactive = mostly below about 5.4%; also: actives read high; inactives centre near 0; some compounds called inactive have numbers as strong as hits; reference of the scale not given here
CAL-PDZ inh HTS = untagged CAL PDZ binding inhibitors, primary screen, biochemical, fluorescence polarization, HTS; Golgi-associated PDZ and coiled-coil motif-containing protein (Homo sapiens), Q9HD26; purified CAL PDZ, TMR-peptide fluorescence polarization, 1 h; inhibition, % at 24.9 µM; 0.92% of 300,000 active;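 active = mean inhibition of at least 30% with at least half of replicates also reaching 30%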;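 also: 0% = DMSO neutral control and 100% = excess unlabeled competitor peptide PRC23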
LANA DNA inh = inhibitors of KSHV C-LANA binding to DNA, primary screen, biochemical, fluorescence polarization, FAM-LBS DNA, MBP-C-LANA, single point | Kaposi's sarcoma herpesvirus LANA C-terminal domain (residues 932-1162) DNA binding | inhibition, % at 9 µM | 0.078% of 340,000 active;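 active = highest replicate inhibition at or above 60% at 9 µM, even if other replicates fall short; inactive = all replicates below 60% inhibition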;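 also: 0% = neutral control wells and 100% = 4 µM acridine orange control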
HTR5A inv ctr = HTR5A inverse agonists in luminescence cell assay, primary screen, counter-screen for OPRM1-OPRD1 heterodimer inverse agonist project, full-deck HTS | HTR5A cell line, inverse agonism | inhibition, % at 9.3 µM | 0.083% of 340,000 active | AID 504634, 2011; in the data active = inhibition mostly above about 23%, no sharp cut-off; inactive = mostly below about 18%;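 also: 0% = cells with DMSO and 100% = no-cell wells with DMSO; some compounds called inactive have numbers as strong as hits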
Target sequence (P47898 whole entry, looked up): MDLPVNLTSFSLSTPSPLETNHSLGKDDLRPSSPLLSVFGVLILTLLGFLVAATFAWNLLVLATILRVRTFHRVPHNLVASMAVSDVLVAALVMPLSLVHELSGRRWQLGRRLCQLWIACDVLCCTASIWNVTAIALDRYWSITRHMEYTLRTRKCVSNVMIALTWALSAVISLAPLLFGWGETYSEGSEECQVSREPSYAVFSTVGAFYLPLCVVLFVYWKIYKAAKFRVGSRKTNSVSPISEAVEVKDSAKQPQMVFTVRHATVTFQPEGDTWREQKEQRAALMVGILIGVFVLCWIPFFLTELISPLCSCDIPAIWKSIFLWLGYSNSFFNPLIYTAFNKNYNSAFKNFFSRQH
cardiac RTF act = cardiac RTF calcium sensitivity activators, primary screen, biochemical, IANBD-TnC fluorescence, EC20 calcium. Troponin I, cardiac muscle (Homo sapiens) + Troponin T, cardiac muscle (Homo sapiens) + …. IANBD-labeled TnC RTF fluorescence at EC20 calcium; 0% EC20 calcium, 100% full calcium. activation, % at 7.2 µM. 0.24% of 340,000 active;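 active = activation above the mean over all tested compounds plus 3 SD, cut at about 30% in these data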;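 also: rise in fluorescence read as greater calcium sensitivity of cardiac thin filaments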
HTR5A ag = HTR5A agonists in luminescence cell assay, primary screen, counter-screen for OPRM1-OPRD1 heterodimer agonist project, full-deck HTS. activation, % at 9.3 µM. 0.61% of 340,000 active. 5-hydroxytryptamine receptor 5A (Homo sapiens), P47898. cell-based; in the data active = activation mostly above about 9.5%, no sharp cut-off; inactive = mostly below about 7.6%;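 also: 0% = cells with vehicle only and 100% = reference agonist; strong numbers were not always called active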
MOR-DOR inv ag = inverse agonists of MOR-DOR heterodimerization, primary screen, cell-based, luminescence; Mu-type opioid receptor (Homo sapiens) + Delta-type opioid receptor (Homo sapiens), …; cell-based MOR-DOR heterodimer luminescence, inverse agonism; inhibition, % at 9.3 µM; 0.21% of 340,000 active; AID 504357, 2011; in the data active = inhibition above about 22%, passing the limit was not always enough;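 also: 0% = cells with DMSO and 100% = wells without cells with DMSO; values of inactives mirror those of a sister screen read the other way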
RTF Ca sens inh = cardiac RTF calcium sensitivity inhibitors, primary screen, biochemical, IANBD-TnC fluorescence, EC70 calcium. IANBD-labeled cardiac RTF, Ca2+ fluorescence. inhibition, % at 7.15 µM. 0.12% of 340,000 active;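 active = inhibition above the mean inhibition of all tested compounds plus 3 SD, cut at about 17% in these data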;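 also: assay run at fixed EC70 calcium of 1.6 mM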
Keap1 Nrf2 FP = Keap1-Nrf2 protein-protein interaction inhibitors, primary screen, biochemical, fluorescence polarization, single point | 0.15% of 340,000 active | AID 504523, 2011 | inhibition, % at 9.4 µM | Keap1 Kelch-Nrf2 peptide fluorescence polarization, 1536-well | Kelch-like ECH-associated protein 1 (Homo sapiens), Q14145; in the data active = inhibition above about 12%;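 also: human Keap1 Kelch domain with fluorescein labeled Nrf2 9mer peptide probe; 0% = neutral control wells and 100% = peptide positive control; higher means more block of Keap1 binding to Nrf2 peptide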
Target sequence (Q14145 whole entry, looked up, the tested form may be a part): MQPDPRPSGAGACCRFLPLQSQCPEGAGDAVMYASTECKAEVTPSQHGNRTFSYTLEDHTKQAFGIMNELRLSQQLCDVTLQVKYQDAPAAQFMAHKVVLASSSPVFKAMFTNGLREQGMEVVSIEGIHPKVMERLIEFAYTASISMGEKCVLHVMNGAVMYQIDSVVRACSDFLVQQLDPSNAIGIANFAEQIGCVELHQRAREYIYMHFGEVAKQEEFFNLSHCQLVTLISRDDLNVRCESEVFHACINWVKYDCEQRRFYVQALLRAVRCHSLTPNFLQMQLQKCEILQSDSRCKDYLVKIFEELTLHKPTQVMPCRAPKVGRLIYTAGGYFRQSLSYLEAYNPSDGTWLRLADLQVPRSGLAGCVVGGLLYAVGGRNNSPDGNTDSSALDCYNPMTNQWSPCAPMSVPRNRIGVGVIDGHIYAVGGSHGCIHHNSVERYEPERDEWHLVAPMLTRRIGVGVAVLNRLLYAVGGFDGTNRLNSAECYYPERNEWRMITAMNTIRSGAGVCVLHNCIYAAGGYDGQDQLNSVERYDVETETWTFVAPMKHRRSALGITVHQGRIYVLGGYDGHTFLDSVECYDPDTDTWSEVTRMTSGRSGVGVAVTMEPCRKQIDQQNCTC
OPRM1-OPRD1 ag = agonists of OPRM1-OPRD1 heterodimerization, primary screen, cell-based, luminescence; 0.3% of 340,000 active; cells; activation, % at 9.3 µM; in the data active = activation above about 18%;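 also: 0% = vehicle-treated cells and 100% = reference agonist; values of inactives mirror those of a sister screen read the other way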
Numbers without * were called inactive; . = not tested or not shown. Hits appear at their usual frequency; overall some 2.8% were active at least once.

SMILES | V-ATPase pHluor | CAL-PDZ inh HTS | LANA DNA inh | HTR5A inv ctr | cardiac RTF act | HTR5A ag | MOR-DOR inv ag | RTF Ca sens inh | Keap1 Nrf2 FP | OPRM1-OPRD1 ag
O=C(COc1cccnc1[N+](=O)[O-])Nc1cccc(S(=O)(=O)N2CCOCC2)c1 | -3 | -7 | 1.4 | -3 | 0 | -7 | 15 | 1 | -2 | -2.9
CCOC(=O)C1=C(C)N=C2SC=C(C)N2C1c1ccc(OC)cc1 (configuration not stated) | 1 | 3 | 3.0 | 1 | -4 | 0 | 12 | -2 | -2 | -2.5
O=S(=O)(Nc1ccccn1)c1ccc(Cl)c2ccccc12 | -4 | . | -1.7 | -2 | -1 | 1 | 12 | -6 | 0 | -2.4
CN(C(=O)c1ccccc1Cl)C1CCCCC1 | 2 | 2 | -0.3 | 3 | 3 | 2 | 9 | 3 | 1 | -1.8
O=C(C1CCN(c2ncnc3c2sc2cccc(F)c23)CC1)N1CCOCC1 | 4 | . | -0.4 | -12 | -6 | 4 | 13 | -2 | 0 | -2.4
Cc1cccc(C)c1OCC(O)CN1CCN(c2ccccc2)CC1 (configuration not stated) | 3 | 0 | -1.1 | 8 | 0 | -4 | -20 | -6 | 3 | 4.1
Cc1cccc(C2C3=C(CCCC3=O)N=C3c4ccccc4C(=O)C32)c1 (configuration not stated) | -2 | -7 | -0.4 | -3 | -4 | -3 | 15 | 4 | 5 | -3.1
Cn1c(N)c(-c2nc3cccnc3n2C)sc1=S | -4 | . | 3.0 | -25 | 0 | 1 | 15 | -2 | 5 | -2.8
C=C[C@H](Cc1ccccc1)N(Cc1ccccc1)S(=O)(=O)N(Cc1ccccc1)[C@H](C=C)Cc1ccccc1 | 6 | -4 | -2.5 | -5 | 7 | 2 | 7 | -8 | -4 | -1.2
CCN(CC(=O)Nc1c(F)cccc1F)C(=O)C1(c2ccccc2)CC1 | 1 | -5 | 1.1 | -21 | 0 | 3 | 12 | -4 | -1 | -2.3
COc1ccc([N+](=O)[O-])cc1NCC(=O)Nc1cc(S(=O)(=O)N2CCCCC2)ccc1C | 5 | -2 | 1.0 | 20 | -1 | 4 | 8 | -3 | 2 | -1.9
COc1ccccc1N1CCN(C(=O)c2cc(-c3ccc(F)cc3)[nH]c2C)CC1 | -3 | 0 | 0.6 | 10 | -3 | -3 | -17 | -5 | 0 | 2.9
COc1ccccc1NC(=O)CCSc1nc(C)cc(C)n1 | 0 | 2 | 0.7 | -35 | -4 | -3 | 9 | 2 | -3 | -1.9
CCOC(=O)NS(=O)(=O)c1ccc(CCNC(=O)c2cc(C)on2)cc1 | -1 | 3 | -0.5 | 4 | 0 | 2 | 6 | -7 | -2 | -1.0
Cc1ccc(O)c(CNc2cccc3cccnc23)c1 | -2 | -1 | 3.1 | 1 | -3 | -1 | -60 | -1 | -4 | 13
CC12CCC(C(=O)N3CCN(C(c4ccccc4)c4ccccc4)CC3)(OC1=O)C2(C)C (configuration not stated) | -1 | 5 | -0.1 | 12 | 0 | 3 | -8 | -7 | -9 | 1.5
CCCN1C2=C(C(=O)CC(C)(C)C2)C(c2ccc(F)cc2)C2=C1c1ccccc1C2=O (configuration not stated) | 1 | . | -0.7 | 11 | -3 | -3 | 23 | -2 | -6 | -4.3
CCOc1ccccc1Nc1ccc(C(=O)O)cc1[N+](=O)[O-] | 1 | -2 | -0.5 | 8 | 2 | -3 | 21 | -1 | 1 | -4.4
Cc1ccc(S(=O)(=O)/N=S(/C)c2ccccc2)cc1 (configuration not stated) | -1 | -2 | 1.8 | -24 | 1 | 10 | 8 | -3 | 4 | -2.0
CCOc1ccc(/C=N/NC(=O)CN2CCCCC2)cc1OCC | -1 | 0 | -3.9 | 5 | -6 | -1 | 1 | -5 | 0 | -0.2
O=C(CCN1C(=O)c2ccccc2S1(=O)=O)Nc1ccc2c(c1)OCCO2 | 0 | -4 | 0.6 | -6 | 3 | 2 | -9 | -7 | 1 | 1.6
COc1ccc(NC(=O)c2ccc(C)cc2)c[n+]1[O-] | -3 | -5 | 2.4 | 1 | -1 | 0 | 7 | -5 | 2 | -1.4
O=C(c1ccc(-n2cncn2)c([N+](=O)[O-])c1)N1CCN(S(=O)(=O)c2ccc(Br)cc2)CC1 | -4 | 1 | 0.8 | 0 | 1 | 0 | -24 | 0 | -1 | 3.7
CC1(C)CC(=O)C(=C2SCCCS2)C(=O)C1 | 2 | -3 | 2.4 | 2 | -6 | 9 | 2 | -5 | -1 | -0.5
CC1=NN(C(N)=S)C(=O)C1N=Nc1ccc(Br)cc1 (configuration not stated) | -2 | -4 | 0.3 | -2 | -5 | -4 | 12 | -1 | 3 | -2.3

The listing continues.
SMILES | V-ATPase pHluor | CAL-PDZ inh HTS | LANA DNA inh | HTR5A inv ctr | cardiac RTF act | HTR5A ag | MOR-DOR inv ag | RTF Ca sens inh | Keap1 Nrf2 FP | OPRM1-OPRD1 ag
CC1(C)CC(=O)C=C(NC2CC(C)(C)NC(C)(C)C2)C1 | -1 | -3 | -0.1 | 9 | 4 | 3 | 10 | -8 | 2 | -1.8
CCOc1ccc(N(CC(=O)Nc2cccnc2)S(C)(=O)=O)cc1 | 4 | 2 | 0.5 | -3 | -2 | 1 | 5 | -3 | -2 | -0.9
CSc1ccc(CCNC(=O)CN2C(=O)c3cccnc3Oc3ccc(C)cc32)cc1 | -3 | -5 | -0.1 | 23 | -8 | -6 | 4 | 6 | -2 | -0.8
Cc1cccc(/N=C/c2c(O)cc(C)oc2=O)n1 | -2 | 0 | -3.0 | 17 | 6 | -4 | 8 | -8 | -9 | -1.3
Cn1nnnc1SCc1ccc(CSc2nnnn2C)cc1 | 1 | 1 | -1.7 | 5 | -5 | -2 | 21 | 0 | 5 | -4.3
O=C1/C(=C/C=C/c2ccco2)SC(=S)N1NS(=O)(=O)c1ccccc1 | -1 | -3 | 110* | 11 | -40 | 3 | -16 | 71* | 28* | 3.0
CCOc1ccc2ccccc2c1CNc1nnnn1CC | 0 | 0 | 0.3 | -5 | -2 | 1 | 14 | 5 | 1 | -2.6
CN(C)CCCNc1ccc(-c2n[nH]c(=O)c3ccccc23)cc1[N+](=O)[O-] | 2 | . | 3.8 | -26 | 0 | -6 | 14 | -5 | -2 | -2.8
CCN(CC(=O)N1CCCC1)S(=O)(=O)c1cc(C)ccc1OC | 4 | -3 | 0.5 | 0 | 0 | 0 | 14 | 0 | 3 | -3.0
Cc1nc(-c2cccc(S(=O)(=O)N3CC(C)OC(C)C3)c2)cs1 (configuration not stated) | 0 | 0 | 0.5 | 5 | 3 | -1 | 8 | 2 | -6 | -1.5
CCOc1ccccc1NC(=O)CCS(=O)(=O)c1ccc2c(c1)CC(C)N2C(C)=O (configuration not stated) | 7 | -6 | 0.3 | 0 | -2 | 0 | 15 | 5 | 1 | -3.0
CCc1cccc2c(C(=O)CN3C(=O)NC4(CCCCC4)C3=O)c[nH]c12 | 1 | -1 | -7.2 | 0 | -9 | 0 | 11 | -1 | 1 | -2.2
CO[C@H]1CC[C@@]2(C)[C@@H](CC[C@@H]3[C@@H]2CC[C@@]2(C)[C@H]3C[C@H](C(=O)N[C@@H](CCCN=C(N)N)C(=O)NCC(=O)N[C@@H](CC(=O)O)C(N)=O)O[C@]23CCCO3)C1 | 2 | -4 | 0.2 | -2 | -4 | 1 | 19 | 3 | -3 | -3.9
Nn1c(SCC(=O)Nc2ccc(N3CCOCC3)cc2)nnc1-c1ccccc1F | 1 | -3 | -0.2 | 7 | -3 | -3 | 12 | -5 | 0 | -3.3
O=C(c1ccccc1F)N1CCN(Cc2cccc(Cl)c2)CC1 | 2 | -2 | 1.8 | 8 | 6 | 0 | -7 | -6 | -3 | 1.3
O=C(COC(=O)c1ccc(Cl)nc1)Nc1ccc2c(c1)OCCO2 | -2 | -2 | 1.4 | -3 | 0 | 1 | 4 | 5 | 0 | -1.0
CSc1cccc(-n2ccc(=O)c(C)c2C)c1 | -4 | -6 | -1.7 | 10 | -1 | -3 | 14 | -4 | -2 | -3.0
CC(=O)Nc1ccc(OCC(O)Cn2nc(C)c(Br)c2C)cc1 (configuration not stated) | -1 | 0 | -0.1 | 3 | 5 | -1 | 11 | -1 | 2 | -1.9
COC(=O)C1=COC(C)C2CN3CCc4c([nH]c5ccccc45)C3CC12 (configuration not stated) | 2 | 2 | 45 | 10 | 35* | 5 | -4 | -33 | 15* | 0.7
COc1cc(C(=S)N2CCC(C(N)=O)CC2)ccc1O | 0 | -1 | -0.5 | -6 | 7 | -4 | 14 | -12 | -3 | -2.4
CCCCNC(=S)N/N=C/c1ccc(C)s1 | 0 | -2 | 0.6 | 13 | -4 | -6 | -34 | -10 | -7 | 7.2
CCNC(=O)Cn1cc(C(F)(F)F)cc(Cl)c1=O | -6 | -8 | -0.1 | -2 | 5 | -2 | 4 | -11 | 1 | -0.7
O=C(Nc1ccc(Cl)cc1C(=O)NCc1cccnc1)c1ccco1 | 4 | . | -0.7 | -7 | -7 | 1 | 12 | -10 | 1 | -2.3
CCC(C(=O)O)n1cnc2scc(-c3ccc(C)c(C)c3)c2c1=O (configuration not stated) | -2 | -1 | 1.1 | 4 | -8 | -1 | 10 | -1 | -5 | -1.9
CC(=O)Nc1ccc(-c2csc(NC=C3C(=O)OC(C)(C)OC3=O)n2)cc1 | -7 | . | -0.1 | -27 | 2 | 3 | 4 | -2 | 3 | -0.7
Cc1ccc(Nc2ncccc2C(=O)NCc2cccs2)c(C)c1 | 0 | . | 0.3 | 5 | -1 | -2 | -16 | 0 | -1 | 3.4
Cc1onc(-c2ccccc2)c1C(=O)N1CCN(c2ccccn2)CC1 | -2 | 14 | 0.1 | -22 | 2 | -4 | 16 | -10 | -5 | -2.3
COc1ccc(OC)c(NC(=O)CC2(CC(=O)O)CCCC2)c1 | 8 | -5 | 0.4 | 5 | 5 | -2 | 12 | -2 | -1 | -2.2
COc1cccc(C(=O)Nc2ccc(C(=O)c3ccncc3)cc2)c1 | -3 | -2 | -0.5 | -9 | -4 | 2 | 4 | -20 | 3 | -0.8

Limited to RTF Ca sens inh (3 entries from above):
molecule,RTF Ca sens inh
CCCCNC(=S)N/N=C/c1ccc(C)s1,-10
CCNC(=O)Cn1cc(C(F)(F)F)cc(Cl)c1=O,-11
O=C(Nc1ccc(Cl)cc1C(=O)NCc1cccnc1)c1ccco1,-10
